Compound activity as filed in PubChem.
FadD28 FP inh: inhibitors of FadD28 bisubstrate probe binding, primary screen, biochemical, fluorescence polarization, single point; AID 588549, 2011; inhibition, % at 12.5 µM; Mycobacterium tuberculosis FadD28 fatty-acid-AMP ligase; hit rate 0.22% among 360,000; in the data active = inhibition above about 8.5%, passing the limit was not always enough; inconclusive = no clear call, values can overlap the other calls
BoNT F protease: BoNT/F light chain protease inhibitors, primary screen, biochemical, flow cytometry, MLPCN library; Botulinum neurotoxin type F light chain protease (Clostridium botulinum); Multiplex microsphere protease cleavage assay; inhibition, % at 10 µM; hit rate 0.22% among 360,000; in the data active = inhibition above about 35%, passing the limit was not always enough; inconclusive = no clear call, values can overlap the other calls; note: plate controls were buffer without enzyme for full effect and enzyme alone for no effect
TcdB GH inh: TcdB glycohydrolase inhibitors, primary screen, biochemical, single point, plate reader. Toxin B (Clostridioides difficile), P18177. TcdB glycohydrolase enzymatic assay. inhibition, % at 9.99 µM. hit rate 0.24% among 350,000. AID 652162, 2013; in the data active = inhibition above about 10%
BoNT A protease: BoNT/A light chain protease inhibitors, primary screen, biochemical, flow cytometry, MLPCN library. Botulinum neurotoxin type A light chain protease (Clostridium botulinum A str. ATCC 3502). multiplex microsphere protease substrate cleavage. inhibition, % at 10 µM. hit rate 0.17% among 360,000. AID 588499, 2011; note: plate controls were buffer without enzyme for full effect and enzyme alone for no effect
Anthrax LF prot: Bacillus anthracis LF protease inhibitors, primary screen, biochemical, multiplex microsphere, MLPCN library; hit rate 0.12% among 360,000; inhibition, % at 10 µM; multiplex microsphere protease cleavage assay; note: plate controls were buffer without enzyme for full effect and enzyme alone for no effect
Yp Topo-I inh: Yersinia pestis topoisomerase I inhibitors, primary screen, biochemical, cleavage product accumulation, plate reader, single point | DNA topoisomerase I (Yersinia pestis CO92) | Y. pestis Topo-I cleavage product accumulation | AID 504884, 2011 | hit rate 0.064% among 360,000 | activity, % at 10 µM; in the data active = activity above about 50%, passing the limit was not always enough; inconclusive = no clear call, values can overlap the other calls; note: inactives centre near 2
CCHFV vOTU inh: CCHFV vOTU protease inhibitors, primary screen, biochemical, Pep-AMC substrate, fluorescence; Crimean-Congo hemorrhagic fever virus L polyprotein viral ovarian tumor (vOTU) protease …; inhibition, % at 11.5 µM; hit rate 0.55% among 370,000; in the data active = inhibition above about 30%; note: 0% = vehicle wells with enzyme and 100% = no enzyme wells
PrPC surface inh: inhibitors of human cell surface prion protein PrPC, primary screen, cell-based, TR-FRET; TR-FRET read-out; inhibition, % at 13.8 µM; hit rate 0.43% among 370,000; AID 720596, 2013; in the data active = inhibition above about 24%; note: 0% = median of the test wells and 100% = reference compound wells
PfHsp40 yeast: rescue of yeast from PfHsp40 toxicity, primary screen, S. cerevisiae, ATP luminescence. growth rescue, % at 12.5 µM. S. cerevisiae expressing PfHsp40, growth rescue. hit rate 0.68% among 340,000; in the data active = growth rescue above about 28%, passing the limit was not always enough; inconclusive = no clear call, values can overlap the other calls;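 note: yeast W303a lacking pdr1 and pdr3 grown in galactose medium; growth measured after three days at 30 °C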
Active calls of the source: *; ? = inconclusive; · = not tested or not shown. Cut-off read from the data, not from the text of the source, unless noted: active = inhibition above about 30%; inconclusive = no clear call, values can overlap the other calls; inactive = below that.

SMILES | FadD28 FP inh | BoNT F protease | TcdB GH inh | BoNT A protease | Anthrax LF prot | Yp Topo-I inh | CCHFV vOTU inh | PrPC surface inh | PfHsp40 yeast
Cc1ccc2nc(-c3ccccc3)cc(C(=O)N3CCN(c4ccccc4O)CC3)c2c1 | -2.7 | -8 | 1.1 | -1.6 | -5 | -6 | 7 | 4 | 0.6
CC1CCCN(C(=O)c2ccc(CNc3c(N4CCCCC4)c(=O)c3=O)cc2)C1 (stereo not given) | -2.7 | -4 | 1.1 | -0.2 | -2 | 3 | -4 | 5 | -0.3
COCCCN1C(=O)c2ccc(C(=O)OCC(=O)NCCc3ccccc3)cc2C1=O | -0.7 | -8 | 1.0 | -0.8 | 2 | 11 | 1 | 3 | 1.3
CC(O)(c1ccccc1)c1nc(-c2ccc(Cl)cc2)cs1 (stereo not given) | -1.9 | -10 | 1.9 | -1.2 | -1 | -4 | 12 | 7 | ·
CCSc1nc2c(cnn2-c2ccc(C)cc2)c(=O)[nH]1 | -3.3 | -13 | -0.7 | -0.8 | -6 | 10 | 10 | -8 | 0.4
Cc1ccc(N(Cc2ccccc2)C(=O)c2ccc(C)c(S(=O)(=O)N3CCOCC3)c2)cc1 | -0.7 | -2 | 0.4 | -0.3 | -5 | 19 | 5 | 0 | 0.6
Cc1ccsc1C(=O)N1CCCC(N(C)Cc2ccccc2)C1 (stereo not given) | -1.3 | -19 | 1.3 | -6.3 | -4 | 23 | -4 | 0 | 0.1
C=CCNC(=S)Nc1sc2c(c1C(=O)OCC)CC(C)(CC)OC2 (stereo not given) | -2.6 | 0 | -0.2 | -0.3 | 1 | -9 | 6 | -5 | 3.5
Cc1ccc(S(=O)(=O)N2CCCC2)cc1[N+](=O)[O-] | -3.8 | 0 | · | -0.1 | 0 | -2 | 8 | 1 | 0.0
CCOC(=O)C1=C(COC(=O)CNC(=O)c2ccc(Cl)cc2Cl)NC(=O)NC1C (stereo not given) | -2.5 | -11 | 0.6 | -4.1 | -2 | 0 | -13 | 3 | -0.8
COCc1ccc(C(=O)N2CCCC(N3CCN(c4ccccc4C)CC3)C2)s1 (stereo not given) | -0.6 | -2 | -0.5 | -1.3 | -1 | 30 | 16 | -6 | 0.7
O=C1CCCc2sc3c(c2N1)CCCCC3 | -3.1 | -4 | · | -0.4 | -5 | -1 | 1 | 0 | -0.6
COCc1nnc(NC(=O)CCS(=O)(=O)c2ccccc2)s1 | 0.9 | 15 | 2.0 | 6.3 | 9 | -2 | 3 | 0 | 0.9
CS(=O)(=O)N(Cc1ccco1)Cc1ccccc1Cl | -2.5 | -1 | 1.4 | ? | 1 | 0 | -3 | -1 | -0.3
Cc1ccc(C2N3CCCN23)cc1 (stereo not given) | -1.0 | 0 | -0.8 | -0.7 | -1 | -11 | 15 | -4 | -0.1
Cc1ccc(-n2nnnc2-c2cccs2)cc1[N+](=O)[O-] | 0.1 | 0 | 1.1 | 0.8 | -8 | 2 | -2 | -17 | -1.1
COc1cccc(CNCc2cccc(OC)c2O)c1O | 0.3 | -2 | -8.0 | 0.1 | -8 | 6 | -4 | 3 | 1.2
O=C(NNC(=O)C1CCCO1)c1ccccc1Cl (stereo not given) | -3.7 | -2 | · | 0.4 | -1 | -5 | -9 | 9 | 0.1
O=C(CCCc1ccccc1)NCCc1cnc[nH]1 | -1.2 | -25 | 2.1 | -1.0 | 2 | 1 | -6 | 2 | 0.0
CN(C(=O)c1ccc(OC2CCN(CCc3ccccc3)CC2)cc1)C1CCOC1 (stereo not given) | -3.4 | 0 | 0.7 | 0.0 | -2 | 10 | -8 | -2 | -0.9
Cc1cc2nc(SCC(=O)Nc3nonc3C)c3c(c2cc1C)CCCC3 | -2.3 | 3 | · | ? | 0 | -9 | -4 | -6 | -0.2
COc1ccccc1C(=O)N1CCCC(c2nc(-c3cc(OC)c(OC)c(OC)c3)no2)C1 (stereo not given) | -2.5 | -3 | · | 0.1 | -1 | 18 | -7 | -4 | -0.1
COc1cc(OC)cc(C(=O)N2CCC(C(=O)N3CCOCC3)CC2)c1 | · | 5 | -0.5 | 0.0 | -6 | 4 | 9 | -3 | 1.1
O=c1[nH]c2ccc(NCc3ccc(OCc4ccccc4Cl)cc3)cc2[nH]1 | -3.6 | -11 | -0.5 | -2.4 | -7 | -2 | -2 | 18 | 0.4
COc1ccc(CC(=O)Nc2ccccc2C(F)(F)F)cc1S(=O)(=O)N1CCOCC1 | -0.2 | 14 | 0.8 | -0.4 | 1 | 12 | 3 | -9 | ·
COC1CCN(Cc2c(C(=O)N3CCN(C4CCCCC4)CC3)nc3ccccn23)CC1 | -0.5 | -3 | · | 1.1 | 2 | -1 | · | · | -0.4
CC(=O)c1cccc(-n2nnnc2SCC(=O)N2CCCC2)c1 | -2.6 | 2 | · | 0.3 | -4 | -7 | 7 | 5 | 0.1
O=C(CN1CCC(C(=O)c2ccc3c(c2)OCCO3)CC1)NC1CCCC1 | -0.1 | -3 | · | -0.2 | -4 | 11 | 15 | 7 | 0.8
CCCC(c1nnnn1CCc1ccccc1)N1CCN(C2CCCC2)CC1 (stereo not given) | -4.1 | 4 | · | 1.5 | -2 | -8 | 0 | 1 | 0.6
O=C(CN(C(=O)C1CSC(=O)C1)c1cccc(F)c1)NCc1ccc2c(c1)OCO2 (stereo not given) | -0.7 | -47 | 0.2 | -20 | -16 | -4 | -7 | 0 | -1.6
CC(C)NC(=O)c1ccc(-c2ccccc2C(F)(F)F)o1 | -4.6 | -10 | · | -1.5 | -2 | -6 | -2 | -1 | -0.6
Cc1ccc(S(=O)(=O)CCC(=O)NCc2ccccc2Cl)cc1 | -1.7 | -8 | -0.2 | -1.1 | -2 | -7 | 0 | -3 | -0.7
CN1CCN(c2nc(-c3ccccc3)nc(-c3ccccc3)c2C#N)CC1 | -3.3 | -5 | 0.6 | -0.9 | -2 | 15 | 1 | -5 | 0.3
COc1cccc(/C=N/NC(=O)CC(C)O)c1OC/C=C/c1ccccc1 (stereo not given) | -4.0 | 1 | 2.6 | 1.6 | 0 | 10 | -4 | 2 | 5.9
O=C(NN1C(=O)C2C3CCC(O3)C2C1=O)c1ccco1 (stereo not given) | -1.9 | 24 | 0.1 | 2.4 | -1 | 1 | -12 | -2 | -2.3
CCOC(=O)CC1CCCCN1Cc1cn[nH]c1-c1ccc(F)cc1F (stereo not given) | -0.7 | 3 | -0.3 | 0.0 | 2 | 0 | 5 | -9 | -1.4
Cc1nc2ccccc2c(=O)n1N(c1ccccc1)c1ccccc1 | -4.5 | -2 | 1.3 | 0.1 | -3 | 26 | 5 | -4 | -0.4
COc1ccc(S(=O)(=O)N2CCCC(C(=O)NC3CCCC3)C2)cc1OC (stereo not given) | -6.2 | 9 | 1.4 | -0.3 | 4 | 0 | 2 | 1 | 0.7
CCN(CC)S(=O)(=O)c1cccc(-c2nnc(SCC(=O)NC3CCCC3)n2N)c1 | -4.0 | -6 | · | -2.9 | -3 | 3 | 7 | 6 | 0.1
CCOC(=O)c1nc(C)n(-c2ccc(Cl)cc2)n1 | -0.2 | 1 | · | -0.5 | 0 | 3 | -2 | -5 | -0.8

In another format: entries from further up.
Below each SMILES – FadD28 FP inh	BoNT F protease	TcdB GH inh	BoNT A protease	Anthrax LF prot	Yp Topo-I inh	CCHFV vOTU inh	PrPC surface inh	PfHsp40 yeast
COC1CCN(Cc2c(C(=O)N3CCN(C4CCCCC4)CC3)nc3ccccn23)CC1
→ -0.5	-3	·	1.1	2	-1	·	·	-0.4
CC(=O)c1cccc(-n2nnnc2SCC(=O)N2CCCC2)c1
→ -2.6	2	·	0.3	-4	-7	7	5	0.1
O=C(CN1CCC(C(=O)c2ccc3c(c2)OCCO3)CC1)NC1CCCC1
→ -0.1	-3	·	-0.2	-4	11	15	7	0.8
CCCC(c1nnnn1CCc1ccccc1)N1CCN(C2CCCC2)CC1 (stereo not given)
→ -4.1	4	·	1.5	-2	-8	0	1	0.6
O=C(CN(C(=O)C1CSC(=O)C1)c1cccc(F)c1)NCc1ccc2c(c1)OCO2 (stereo not given)
→ -0.7	-47	0.2	-20	-16	-4	-7	0	-1.6

(next part)
SMILES | FadD28 FP inh | BoNT F protease | TcdB GH inh | BoNT A protease | Anthrax LF prot | Yp Topo-I inh | CCHFV vOTU inh | PrPC surface inh | PfHsp40 yeast
O=C(Nc1ccccc1C(=O)N/N=C/c1ccco1)c1ccccc1Cl | -3.1 | -6 | · | -0.4 | -9 | -10 | -5 | 0 | -0.7
CC1CN(C(=O)c2ccc(-c3cccc(C(F)(F)F)c3)o2)CC(C)O1 (stereo not given) | -2.0 | ? | 0.8 | -0.3 | -3 | 14 | 26 | 0 | 0.9
CCOc1cccc2sc(N(CCN(CC)CC)C(=O)c3cccc(N4C(=O)CCC4=O)c3)nc12 | -7.0 | · | 1.5 | · | · | 13 | 1 | 2 | -0.2
CC(=O)Nc1cccc(NC(=O)Nc2ccc(F)cc2F)c1 | -4.1 | -1 | 1.6 | 0.0 | -1 | -1 | -3 | 9 | -1.7
Cc1ccc2cc(CCNS(=O)(=O)c3ccc(Br)cc3)c(=O)[nH]c2c1C | · | 1 | 1.7 | 1.5 | 0 | 39 | -1 | 7 | -1.0
O=C(Nc1cccnc1)c1c(F)cccc1F | 0.6 | -3 | 2.5 | ? | -4 | 3 | -12 | 2 | 0.7
O=C(CSc1ncnc2c1nnn2Cc1ccccc1F)N1CCN(c2ccccc2)CC1 | -3.1 | 2 | · | -0.2 | -3 | 29 | 2 | 6 | 2.4
COC(=O)c1ccc2cc(OC)c(OC)cc2c1 | -0.3 | -2 | -0.8 | -0.2 | -1 | 0 | -10 | -3 | ·
COc1ccc(O)c(/C=N/NC(=O)c2ccc(OCc3cccc(Br)c3)cc2)c1 | -1.6 | 10 | · | 0.0 | 0 | -8 | -4 | -3 | -0.3
CN(Cc1cccc2cnccc12)C(=O)CCc1nnc(CCc2ccccc2)o1 | -3.3 | 1 | 0.3 | 0.3 | 0 | 13 | 11 | -8 | 17
Cc1ccc(-n2ncc3c2CCCC3NC(=O)c2ocnc2C)cc1C (stereo not given) | 1.0 | 12 | -0.5 | 3.5 | 0 | 26 | -3 | 11 | 3.2
O=c1[nH][nH]c(-c2ccccc2O)c1C(C[N+](=O)[O-])c1ccccc1 (stereo not given) | -7.0 | -9 | · | 0.0 | -2 | 3 | 17 | 2 | 1.2
CC1(C)CC(=O)C/C(=N\NC(=O)CCc2ccc(S(=O)(=O)N3CCOCC3)cc2)C1 | -1.1 | -2 | 0.6 | -0.1 | 3 | 13 | -9 | 1 | -0.4
O=C(COC(=O)c1cc(S(=O)(=O)N2CCCCC2)ccc1N1CCOCC1)NC1CCS(=O)(=O)C1 (stereo not given) | -0.1 | -3 | 0.4 | -0.7 | 6 | -5 | -6 | -7 | -0.2
c1ccc(-c2nc(NCc3cccnc3)c3oc4ccccc4c3n2)cc1 | -13 | -12 | · | -0.5 | -2 | 8 | -3 | 2 | 48*
COc1ccc(CNC(=O)C2CCN(C(=O)[C@@H]3Cc4ccccc4CN3)CC2)cc1 | -1.4 | 1 | 3.4 | -1.7 | -2 | 9 | 0 | -9 | 0.4
O=C(NC1CCCC1)C(c1ccncc1)N(C(=O)c1ccco1)c1ccccc1 (stereo not given) | 0.2 | 4 | 0.0 | 0.8 | -2 | 11 | 6 | 3 | -1.3
CCOC(=O)C(C)Oc1cccc2c(=O)n(CC(=O)NCCc3ccc(OC)c(OC)c3)ccc12 (stereo not given) | -1.5 | -8 | 1.0 | -0.5 | -5 | 22 | -2 | 0 | 0.6
O=Cc1c(Cl)[nH]c(=O)n1-c1ccccc1 | 0.0 | 3 | 1.4 | -0.4 | 5 | 0 | 4 | 4 | -0.3
